PAD4 inh – inhibitors of human PAD4 | recombinant PAD4, RCA probe fluorescence polarization | inhibition, % at 6.36 µM | 0.41% of 330,000 active | AID 485272;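 active means percent inhibition above a cutoff equal to the mean of all tested compounds plus 3 SD, cut at about 15% in these data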;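 further: 0% = PAD4 with RCA probe and DMSO and 100% = probe without PAD4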
GSTO1 counter – counter-screen for RBBP9 inhibitors: inhibitors of human GSTO1. recombinant GSTO1, activity-based probe fluorescence polarization. inhibition, % at 5.96 µM. 1.1% of 300,000 active;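 active means inhibition above the campaign mean inhibition plus 3 SD, cut at about 35% in these data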;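 further: 0% = GSTO1-1 with DMSO and 100% = wells lacking GSTO1-1 enzyme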
TPT1 inhibitor – inhibitors of Candida albicans tRNA 2'-phosphotransferase TPT1; 0.81% of 300,000 active; recombinant caTPT1, FP RNA substrate dephosphorylation; inhibition, % at 5 µM;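 active means inhibition above the mean of all tested compounds plus 3 SD, set per screening campaign, cut at about 24% in these data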;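 further: plate controls were DMSO alone for no effect and ferristatin control at 100 nM for full effect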
MEX-5 binding – C. elegans MEX-5 TCR-2 RNA binding activity; Q9XUB2; MEX-5/FITC-TCR2 RNA binding, fluorescence polarization; active compounds read low; activity score (negative = inhibition of binding), % at 10 µM; 0.38% of 300,000 active; AID 1832;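 active means inhibition past about -25% in most replicates, and total fluorescence under double the plate's negative control median, limit read from the data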;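 further: 0% = DMSO and -100% = 5 µM competing unlabeled TCR2 RNA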
Target sequence (Q9XUB2 whole entry, looked up): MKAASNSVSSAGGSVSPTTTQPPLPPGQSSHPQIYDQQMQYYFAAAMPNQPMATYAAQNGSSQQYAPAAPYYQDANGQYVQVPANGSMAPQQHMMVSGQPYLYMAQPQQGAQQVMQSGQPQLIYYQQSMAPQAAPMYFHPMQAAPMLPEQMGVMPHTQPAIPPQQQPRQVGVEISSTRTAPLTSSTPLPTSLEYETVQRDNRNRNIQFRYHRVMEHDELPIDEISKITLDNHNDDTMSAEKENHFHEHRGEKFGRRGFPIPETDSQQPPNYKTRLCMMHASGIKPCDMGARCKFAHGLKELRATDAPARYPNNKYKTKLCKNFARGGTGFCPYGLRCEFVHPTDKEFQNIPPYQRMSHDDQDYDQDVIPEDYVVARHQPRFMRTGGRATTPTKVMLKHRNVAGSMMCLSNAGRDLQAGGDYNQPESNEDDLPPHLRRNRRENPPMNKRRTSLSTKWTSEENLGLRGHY
MCL1 BIM primary – MCL1-BIM-BH3 interaction inhibition (human). 0.68% of 320,000 active. inhibition, % at 10.9 µM. AID 2057. GST-MCL1 / FITC-Bim-BH3 fluorescence polarization;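 active means inhibition above the mean inhibition of all tested compounds plus 3 SD, set per campaign, cut at about 40% in these data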;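 further: 0% = DMSO wells and 100% = unlabeled Bim-BH3 peptide control; higher means more loss of mP so more displacement of Bim peptide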
PME-1 primary – blocks human protein phosphatase methylesterase 1 | Q9Y570 | recombinant PME-1, FP-Rh probe fluorescence polarization | inhibition, % at 5.9 µM | 0.53% of 320,000 active;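 active means inhibition above the campaign mean of all compounds plus 3 SD, cut at about 26% in these data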;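 further: competitive labeling of PME-1 active site by serine hydrolase directed probe; 0% = PME-1 with DMSO and 100% = wells lacking PME-1 enzyme; inhibitors block probe labeling so polarization falls and inhibition rises; many of its hits are not listed in these tables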
Target sequence (Q9Y570 whole entry, looked up): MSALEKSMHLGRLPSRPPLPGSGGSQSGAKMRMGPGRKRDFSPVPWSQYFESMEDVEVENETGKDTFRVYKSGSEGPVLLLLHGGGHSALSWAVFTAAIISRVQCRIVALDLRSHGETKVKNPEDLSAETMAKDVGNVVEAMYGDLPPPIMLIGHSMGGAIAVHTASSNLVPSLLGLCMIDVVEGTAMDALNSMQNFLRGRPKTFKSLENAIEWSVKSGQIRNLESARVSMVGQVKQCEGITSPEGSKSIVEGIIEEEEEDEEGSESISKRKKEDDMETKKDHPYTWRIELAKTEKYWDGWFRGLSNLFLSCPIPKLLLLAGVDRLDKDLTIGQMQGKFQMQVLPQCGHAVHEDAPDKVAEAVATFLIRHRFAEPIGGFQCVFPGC
GLD-1 RNA inh – GLD-1-TGE RNA interaction inhibition (C. elegans); Q17339; purified GLD-1 + fluorescein TGE RNA, fluorescence polarization; inhibition, % at 5.96 µM; 0.44% of 320,000 active;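 active means percent inhibition above a per-plate cutoff, the plate mean of test compounds plus 3 SD, cut at about 30% in these data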;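 further: 0% = DMSO wells with GLD-1 and probe and 100% = wells lacking GLD-1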
Bcl-xL primary – inhibitors of human Bcl-xL; inhibition, % at 10.9 µM; AID 2129; GST-Bcl-xL / FITC-Bim BH3 peptide fluorescence polarization; 0.7% of 320,000 active;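 active means inhibition above the mean of all tested compounds plus 3 SD, cutoff set per campaign, cut at about 30% in these data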;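 further: 0% = DMSO wells and 100% = unlabeled Bim-BH3 peptide competitor; inhibitors lower millipolarization by displacing the labeled peptide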
Target sequence (Q07817 whole entry, looked up): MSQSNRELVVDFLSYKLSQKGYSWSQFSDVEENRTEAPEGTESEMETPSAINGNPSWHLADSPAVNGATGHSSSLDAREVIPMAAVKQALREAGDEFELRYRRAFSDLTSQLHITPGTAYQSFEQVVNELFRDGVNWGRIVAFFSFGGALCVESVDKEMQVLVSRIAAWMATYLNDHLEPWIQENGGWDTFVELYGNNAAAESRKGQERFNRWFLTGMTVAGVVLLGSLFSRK
Fam108B inh – blocks mouse Fam108B hydrolase in RBBP9 counter-screen | inhibition, % at 9.51 µM | AID 1947 | recombinant Fam108B, FP-Rh probe fluorescence polarization | 0.33% of 300,000 active;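 active means inhibition above the screen mean inhibition plus 3 SD, computed separately per campaign, cut at about 18% in these data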;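 further: inhibitors lower polarization as less probe binds the enzyme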
Active calls of the source: *; nt = not tested or not shown; + = active, no number.

No. | mol | PAD4 inh | GSTO1 counter | TPT1 inhibitor | MEX-5 binding | MCL1 BIM primary | PME-1 primary | GLD-1 RNA inh | Bcl-xL primary | Fam108B inh
1 | CC(C)CN1CCC(=O)N(CCN=[N+]=[N-])CC1 | 2 | -1 | -6 | 1.7 | 1 | -3 | -7 | 3 | -2
2 | CCC(C)NC(=S)N1CCN(C)CC1 (stereo not drawn) | -9 | -4 | 0 | 1.9 | 7 | 7 | 4 | 4 | 1
3 | O=C(CN1C(=O)CSC1=O)c1ccccc1 | -3 | 0 | 1 | -2.4 | 1 | -6 | 1 | -1 | 1
4 | CCN1CCN(c2ccc(S(=O)(=O)N3CCOCC3)cc2NC(=O)/C=C/c2ccc(OC)c(OC)c2)CC1 | -2 | -6 | 2 | -2.5 | -10 | -1 | 6 | -9 | -1
5 | Cc1nn(-c2ccccc2)c(N)c1N=Nc1ccccc1 | 0 | 1 | -1 | -1.8 | 4 | 8 | 6 | 3 | 3
6 | COC(=O)c1cn(NC(=O)c2cccc(F)c2)c(=O)c2ccccc12 | 0 | 6 | -4 | 0.2 | 7 | -4 | -2 | 1 | -3
7 | Cc1[nH]c(=O)c(C#N)c(C)c1CSc1ncccn1 | 0 | 1 | -4 | -2.9 | 4 | 6 | 2 | 8 | 5
8 | CC(C)[C@H](NC(=O)c1ccccc1)C(=O)OCC(=O)N1CCCCCC1 | 4 | 3 | 0 | 1.6 | 7 | 1 | 7 | 6 | 3
9 | COc1ccc(Br)cc1C(=O)Nc1ccc(NC(=O)c2ccco2)cc1 | -2 | 16 | 0 | 0.3 | 3 | -11 | 0 | 6 | -3
10 | O=C(COC(=O)CCNS(=O)(=O)c1ccccc1)NC(=O)Cc1ccccc1 | -1 | nt | nt | nt | 0 | 3 | 4 | 3 | nt
11 | CCCCOc1ccc(Cc2cnc(N)nc2N)cc1 | -1 | 0 | 0 | -0.4 | 0 | -1 | -5 | 0 | -3
12 | O=C(CSc1nc2[nH]ncc2c(=O)[nH]1)Nc1ccccc1 | -2 | -2 | -3 | -1.9 | 0 | 0 | 10 | -1 | 2
13 | CN(C)S(=O)(=O)c1ccc(NS(=O)(=O)/C=C/c2ccccc2)cc1 | -1 | 6 | -1 | -0.6 | 2 | -2 | -1 | 1 | 2
14 | CC(=O)c1sc(NC(=O)COc2ccc(Cl)cc2Cl)nc1C | -10 | -4 | -5 | -1.7 | -18 | -7 | -7 | -15 | -7
15 | CCOC(=O)c1sc(NC(=O)CN2C(=O)C3CC=CCC3C2=O)nc1C (stereo not drawn) | 4 | nt | nt | nt | 0 | -7 | 1 | 0 | nt
16 | OC(CN1CCCCC1)CN(c1ccccc1)c1ccccc1 (stereo not drawn) | -1 | -3 | 2 | 1.3 | 4 | -5 | 5 | 9 | 0
17 | Cc1ccc(-n2nc(C(=O)O)cc2-c2ccc(Cl)cc2)cc1 | -6 | 11 | -4 | -0.5 | 3 | -2 | 6 | 6 | 0
18 | CCOc1ccccc1Nc1nnc(SCc2nnc(-c3cc(OC)c(OC)c(OC)c3)o2)s1 | -2 | -2 | 3 | -0.5 | 8 | 12 | -2 | -3 | 3
19 | Cc1cc(OCCCCCn2ccnc2)cc(C)c1Cl | 1 | -1 | 0 | -4.1 | -1 | 8 | 1 | 2 | 0
20 | COCCn1c(=O)c2c(nc3n2CC(C)CN3CCc2ccccc2)n(C)c1=O (stereo not drawn) | 4 | 5 | -6 | -1.6 | 2 | -8 | 6 | 3 | 2
21 | Cc1cccc(NC(=O)CCNS(=O)(=O)c2cccc3nonc23)c1C | 2 | -2 | -1 | 0.9 | 6 | -3 | -10 | 2 | 6
22 | O=C(CCC(=O)NCc1ccccc1)NCc1ccccc1 | 1 | 8 | -2 | 1.4 | 10 | -9 | 3 | 3 | 2
23 | COc1ccc(CCNC(=O)CCNS(=O)(=O)c2cccc3nsnc23)cc1OC | -13 | -7 | -2 | 1.8 | 0 | -10 | -2 | 0 | 2
24 | COc1cc(S(=O)(=O)N(Cc2cccs2)C2CC2)ccc1-n1cnnn1 | 0 | 9 | -2 | -1.4 | 7 | 6 | 7 | 4 | -9
25 | CCOCCCNc1nc(C(F)(F)F)nc2c1nnn2Cc1ccccc1Cl | 6 | 0 | 1 | 1.9 | 7 | -1 | -1 | 3 | 0
26 | N#Cc1c(NC(=O)c2ccc(N3CCOCC3)c([N+](=O)[O-])c2)sc2c1CCCC2 | 0 | 7 | 0 | 5.1 | 7 | -8 | 4 | 8 | -6
27 | COc1ccc(C2CC(=O)C=C(NCCC(C)C)C2)cc1 (stereo not drawn) | 0 | 7 | 1 | 1.3 | 2 | 4 | 0 | 0 | 0
28 | COc1cccc2cc(-c3n[nH]c(=S)n3C)oc12 | 3 | -9 | 0 | -0.1 | -16 | 1 | -3 | -20 | -5
29 | CCOC(=O)/C(=N\Nc1cc(C(F)(F)F)ccc1Cl)N(CC)CC | 1 | 2 | -1 | -1.8 | 4 | -4 | 1 | 4 | -1
30 | O=C(O)CSc1nc(-c2ccccc2)cc(=O)[nH]1 | 4 | -3 | -2 | 0.1 | 3 | 3 | -2 | 4 | -2

Shown with two lines to a compound: entries from further up
Every second line gives: PAD4 inh, GSTO1 counter, TPT1 inhibitor, MEX-5 binding, MCL1 BIM primary, PME-1 primary, GLD-1 RNA inh, Bcl-xL primary, Fam108B inh
25	CCOCCCNc1nc(C(F)(F)F)nc2c1nnn2Cc1ccccc1Cl
  6, 0, 1, 1.9, 7, -1, -1, 3, 0
16	OC(CN1CCCCC1)CN(c1ccccc1)c1ccccc1 (stereo not drawn)
  -1, -3, 2, 1.3, 4, -5, 5, 9, 0
10	O=C(COC(=O)CCNS(=O)(=O)c1ccccc1)NC(=O)Cc1ccccc1
  -1, nt, nt, nt, 0, 3, 4, 3, nt

Grouped by structure, those above with a furan ring, fused or not
No. | mol | PAD4 inh | GSTO1 counter | TPT1 inhibitor | MEX-5 binding | MCL1 BIM primary | PME-1 primary | GLD-1 RNA inh | Bcl-xL primary | Fam108B inh
9 | COc1ccc(Br)cc1C(=O)Nc1ccc(NC(=O)c2ccco2)cc1 | -2 | 16 | 0 | 0.3 | 3 | -11 | 0 | 6 | -3
28 | COc1cccc2cc(-c3n[nH]c(=S)n3C)oc12 | 3 | -9 | 0 | -0.1 | -16 | 1 | -3 | -20 | -5

Carrying on.
No. | mol | PAD4 inh | GSTO1 counter | TPT1 inhibitor | MEX-5 binding | MCL1 BIM primary | PME-1 primary | GLD-1 RNA inh | Bcl-xL primary | Fam108B inh
31 | Cc1c(NC(=O)CSc2nncc3ccccc23)c(=O)n(-c2ccccc2)n1C | 3 | 4 | -5 | -1.4 | 12 | 1 | 2 | 5 | 3
32 | CS(=O)(=O)N1CCN(C(=O)c2ccc(-c3ccccc3)cc2)CC1 | -3 | -2 | 0 | -2.0 | 4 | -2 | 1 | 3 | 2
33 | Cc1ccc(NC(=S)NCC2CCCO2)cc1 (stereo not drawn) | -3 | -8 | -2 | 0.9 | 0 | 1 | 7 | 4 | 0
34 | CCC(c1nnnn1CCc1ccccc1)N1CCN(C(=O)c2ccco2)CC1 (stereo not drawn) | 4 | 2 | -8 | 0.1 | 9 | -1 | 5 | 11 | -2
35 | COc1ccc(OC)c(CNC(=O)C2CCN(S(=O)(=O)N3CCCCC3)CC2)c1 | 0 | 4 | -2 | 1.7 | 2 | 13 | 5 | 1 | 4
36 | O=C(c1ccc(NC(=S)Nc2ccc(Cl)c(Cl)c2)cc1)N1CCCC1 | -1 | -6 | -1 | 0.8 | 1 | -1 | 6 | -9 | -6
37 | Cc1cc(C)c(NC(=S)N(CCc2ccncc2)C(C)C)c(C)c1 | 3 | 6 | 0 | -2.2 | 12 | -1 | -4 | 4 | -2
38 | CNC(=S)Nc1ccc(OCc2ccccc2)cc1 | -3 | -1 | 1 | -1.2 | 16 | 2 | -1 | 13 | 7
39 | COc1ccc(NC(=S)N2CCCN(Cc3cccc(Cl)c3)C2)cc1 | 2 | 3 | -2 | 1.6 | 0 | 4 | 5 | -3 | 1
40 | CC(=O)c1cccc(NC(=O)CN2CCN(S(=O)(=O)/C=C/c3ccccc3)CC2)c1 | -5 | nt | nt | nt | 10 | 0 | 1 | 9 | nt
41 | CCOC(=O)C/C(C)=N/NC(=O)C1CC1(c1ccccc1)c1ccccc1 (stereo not drawn) | 1 | 4 | 0 | 0.3 | 6 | 4 | -1 | 4 | 3
42 | CCCC(=O)n1nc(NCc2ccc(OC)cc2)nc1NCc1ccc(OC)cc1 | 2 | -13 | -4 | 3.8 | 1 | 2 | 3 | 1 | -3
43 | O=C1c2cccc3c(O)ccc(c23)C(=O)N1c1ccc(Cl)cc1 | 34* | 18 | -14 | -41* | + | 37* | + | + | 20*
44 | CSCCC(NC(=O)c1ccccc1Cl)C(=O)N(C)Cc1cccs1 (stereo not drawn) | -5 | -5 | 0 | 5.6 | -1 | -3 | -4 | 2 | -5
45 | O=C(COc1ccc(Br)cc1)NCc1ccccn1 | 10 | 6 | -3 | -0.2 | 3 | 1 | 1 | 2 | 9
46 | Cc1nn(Cc2ccccc2)c(Cl)c1C(=O)NCc1ccco1 | -6 | 2 | -3 | 1.7 | 3 | -4 | 4 | 5 | 0
47 | CC(C)(C)OC(=O)NC(CCNC=C1C(=O)OC(C)(C)OC1=O)C(=O)O (stereo not drawn) | 0 | -4 | -3 | 0.2 | 4 | -3 | -1 | 7 | -5
48 | CCc1nc(N[C@@H](CC(C)C)C(=O)O)c2oc3ccccc3c2n1 | -4 | -4 | -2 | 2.2 | -11 | -3 | -3 | -2 | 4
49 | CCOC(=O)/C(N=Nc1sc(C(=O)OCC)c(C)c1C(=O)OCC)=C(\C)O | -1 | 4 | 0 | 6.2 | 9 | 2 | 0 | -4 | 1
50 | Cc1nn(Cc2ccc(Cl)c(Cl)c2)c(C)c1NC(=O)c1cc(-c2ccco2)on1 | -24 | -26 | 7 | -3.0 | -15 | -18 | -19 | 2 | -16
51 | O=C(CC1C(=O)NCCN1CC1CCCCC1)NC1(c2ccccc2)CC1 (stereo not drawn) | -4 | -4 | -4 | -0.6 | -2 | -1 | 5 | 2 | 2
52 | CC(OC(=O)c1nc(-c2ccccc2)n(-c2ccccc2)n1)C(=O)Nc1cc(Cl)cc(Cl)c1 (stereo not drawn) | -2 | 4 | 1 | -0.4 | -21 | -38 | 3 | -1 | -34
53 | Cc1ccc(C)c(N(CC(=O)NC(C)(C)C)C(=O)CNC(=O)c2cccs2)c1 | 5 | -2 | 0 | 0.4 | 3 | -3 | -7 | 2 | 6
54 | Cc1ccc2oc(C(=O)N(Cc3ccc(N(C)C)cc3)C3CCS(=O)(=O)C3)c(C)c2c1 (stereo not drawn) | -2 | -3 | -3 | 2.7 | 3 | 2 | -2 | 7 | 6
55 | COc1cc(-c2c(-c3ccsc3)sc3ccccc23)cc(OC)c1OC | 0 | nt | nt | nt | 2 | -5 | 3 | 2 | nt
56 | CCC(C)NC(=O)Cn1cnc2sc(C)cc2c1=O (stereo not drawn) | 3 | 5 | 0 | -3.4 | -3 | -3 | 0 | 8 | 1

Single records, from the list above. Values in the order: PAD4 inh | GSTO1 counter | TPT1 inhibitor | MEX-5 binding | MCL1 BIM primary | PME-1 primary | GLD-1 RNA inh | Bcl-xL primary | Fam108B inh
`Cc1ccc(C)c(N(CC(=O)NC(C)(C)C)C(=O)CNC(=O)c2cccs2)c1` is listed as 5 | -2 | 0 | 0.4 | 3 | -3 | -7 | 2 | 6
`COc1cccc2cc(-c3n[nH]c(=S)n3C)oc12` is listed as 3 | -9 | 0 | -0.1 | -16 | 1 | -3 | -20 | -5

These rows are one share of the data; count on the stated rates, not on these rows.
